ADAM10 inh = inhibitors of human ADAM10; inhibition, % at 7 µM; recombinant ADAM10, EDANS/DABCYL FRET peptide cleavage, 3 h; O14672; 370,000 compounds, 0.62% hits; AID 720582;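 active means inhibition above a per-campaign cutoff equal to the mean of compounds falling between control-based bounds plus 3 SD, cut at about 20% in these data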;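 further: 0% = DMSO wells while the 100% control is not disclosed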
GAA850 FXN act = increases GAA850 frataxin promoter reporter activity. activation, % at 6 µM. 360,000 compounds, 0.56% hits. HEK293 lucGAA850 FXN promoter luciferase reporter, 24 h; percent of 10 µM SAHA response;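 active means activation above the average of all compounds screened plus 3 SD, cutoff fixed separately per campaign, cut at about 7.5% in these data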;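 further: 0% = DMSO wells and 100% = 10 µM SAHA wells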
SMARCA2 activ = SMARCA2 function activation, primary screen; MG213 cells, MMTV-luciferase reporter, dexamethasone, overnight; AID 652017; activation, % at 9.1 µM; 370,000 compounds, 1% hits; in the data active means activation above about 7.8%;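 further: 0% = vehicle wells and 100% = reference activator wells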
hgDAF-12 ag = activates the H. glycines DAF-12 receptor ligand-binding domain | activation, % at 6.8 µM | 370,000 compounds, 1.8% hits | HEK293 GAL4-hgDAF12 UAS-luciferase reporter, agonist luminescence; normalized to butyrate control | AID 687014;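 active means activation above a cutoff set at the mean of all screened compounds plus 3 SD, cut at about 10% in these data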;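 further: 0% = DMSO wells and 100% = sodium butyrate wells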
hcDAF-12 act = H. contortus DAF-12 activation, primary screen; HEK293 hcDAF-12 lit1-tk-luc reporter, luminescence; 0% DMSO, 100% Δ7-dafachronic acid; activation, % at 6.8 µM; 370,000 compounds, 1.4% hits; AID 652067;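 active means activation above the mean of all tested compounds plus 3 SD, cut at about 5.5% in these data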;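 further: 100% = response to 3 µM Δ7-dafachronic acid high control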
GC-A act = GC-A (human) enzyme activation; P16066; HEK293 GC-A cells, cGMP TR-FRET, EC30 ANP; 0% at EC30 ANP, 100% saturating ANP; activation, % at 10 µM; 370,000 compounds, 0.14% hits; AID 1671463; in the data active means activation above about 40%
HGIII-sPLA2 inh = Blocks human group III sPLA2 activity | Q9NZ20 | QFRET BODIPY PC-A2 liposome hydrolysis, fluorescence | inhibition, % at 12.2 µM | 370,000 compounds, 0.56% hits;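 active means inhibition above mean plus 3 SD of compounds lying within the high and low control bounds, cut at about 19% in these data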;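 further: 0% = median of test compound wells and 100% = no enzyme DMSO wells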
Target sequence (Q9NZ20 whole entry, looked up): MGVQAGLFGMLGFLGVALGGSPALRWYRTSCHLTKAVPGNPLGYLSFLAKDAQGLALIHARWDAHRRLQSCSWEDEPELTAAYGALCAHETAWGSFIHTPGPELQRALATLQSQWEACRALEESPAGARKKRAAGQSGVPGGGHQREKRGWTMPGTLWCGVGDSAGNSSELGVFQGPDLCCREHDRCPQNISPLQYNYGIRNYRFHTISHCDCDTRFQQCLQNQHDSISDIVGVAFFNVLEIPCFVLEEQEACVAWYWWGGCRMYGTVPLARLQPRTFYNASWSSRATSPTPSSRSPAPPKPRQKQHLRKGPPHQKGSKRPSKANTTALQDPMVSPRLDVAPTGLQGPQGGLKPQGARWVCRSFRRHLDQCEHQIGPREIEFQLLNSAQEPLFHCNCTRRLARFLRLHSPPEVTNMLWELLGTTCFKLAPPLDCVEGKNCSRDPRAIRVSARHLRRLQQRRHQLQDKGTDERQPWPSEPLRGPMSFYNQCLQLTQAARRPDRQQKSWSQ
NPR2 activator = GC-B (human) receptor activation; activation, % at 10 µM; AID 1920062; P20594; 370,000 compounds, 0.11% hits; HEK293-GC-B cells, CNP EC30, cGMP TR-FRET; 0% at EC30 CNP, 100% saturating CNP;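 active means activation at 10 µM reaching about 35% in either raw or pattern-adjusted values, limit read from the data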
DAX1 inh-1 = inhibitors of human orphan nuclear receptor DAX1 (NR0B1). HEK293 Gal4-DAX1 luciferase reporter, luminescence. 340,000 compounds, 0.99% hits. inhibition, % at 6.75 µM. AID 504766;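 active means inhibition above the mean over all tested compounds plus 3 SD, cut at about 4.2% in these data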;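 further: 0% = DAX1-transfected cells with DMSO and 100% = empty-vector control cells with DMSO; inhibition shows as a rise in luminescence from relieved DAX1 repression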
Target sequence (P51843 207-470 limits assumed): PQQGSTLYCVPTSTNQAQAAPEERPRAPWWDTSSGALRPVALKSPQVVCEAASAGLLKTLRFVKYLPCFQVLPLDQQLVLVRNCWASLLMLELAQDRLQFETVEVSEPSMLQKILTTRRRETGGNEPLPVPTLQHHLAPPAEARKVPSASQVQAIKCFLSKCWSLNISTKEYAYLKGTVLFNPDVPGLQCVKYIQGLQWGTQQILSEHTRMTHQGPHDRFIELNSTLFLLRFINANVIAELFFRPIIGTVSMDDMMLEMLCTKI
DAX1 inh-2 = blocks DAX1 repression of SF-1 activated StAR promoter | inhibition, % at 6.8 µM | 370,000 compounds, 1.1% hits | AID 652010 | HEK293T StAR-luciferase reporter, SF-1/DAX-1 repression relief;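 active means inhibition above the mean over all tested compounds plus 3 SD, cut at about 3.6% in these data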;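 further: 0% = DAX-1 cells with DMSO and 100% = cells lacking DAX-1 with DMSO; higher inhibition means more luminescence from relief of DAX-1 repression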
ssDAF-12 act = activates DAF-12 receptor from parasite S. stercoralis; HEK293 ssDAF-12/GRIP1 lit1-tk-luc reporter, luminescence; % of 3 µM dafachronic acid response; activation, % at 6.8 µM; 370,000 compounds, 1% hits;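 active means activation above the mean over all tested compounds plus 3 SD, cut at about 0.9% in these data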;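 further: 0% = DMSO-only wells and 100% = 3 µM delta7-dafachronic acid wells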
* hit, by the source's call; / = not tested or not shown.

SMILES | ADAM10 inh | GAA850 FXN act | SMARCA2 activ | hgDAF-12 ag | hcDAF-12 act | GC-A act | HGIII-sPLA2 inh | NPR2 activator | DAX1 inh-1 | DAX1 inh-2 | ssDAF-12 act
Cc1cc(N2C3CCC2CC(O)(c2ccc(F)cc2)C3)nc(-c2ccccc2)n1 (centres undefined) | 15 | -3.7 | -2 | -1.9 | -2.0 | -12 | -4 | -3 | 0.5 | -0.2 | -1.5
COC(=O)c1ccc2nc(-c3ccc(F)cc3)c(CC3CCCCC3)n2c1 | -21 | / | 0 | 5.5 | 4.2 | 6 | -6 | 0 | / | 1.6 | 1.1*
COc1cc(/C=N/Nc2cc(C)nc(NS(=O)(=O)c3ccc(C)cc3)n2)ccc1O | -22 | 1.5 | -1 | -2.4 | -2.1 | -4 | -19 | 3 | 1.1 | -0.7 | -1.6
CC(=O)c1cc2c(cc1N)OCO2 | -14 | -2.2 | -1 | 2.0 | 2.5 | -2 | 9 | -4 | 0.6 | -0.4 | -1.7
COc1ccc(C(CNCC(O)COc2c(C)ccc(C)c2C)N(C)C)cc1 (centres undefined) | -6 | -1.6 | 2 | 1.6 | 0.0 | -18 | -3 | -1 | 0.6 | 0.6 | -1.5
Cc1c(C2Nc3ccccc3C2C)[nH]c2ccccc12 (centres undefined) | -28 | / | 0 | -4.1 | 4.5 | 2 | -1 | 5 | / | -0.7 | 0.6
COc1ccc(N2CCN(C(=O)c3oc4ccccc4c3C)CC2)cc1 | -1 | 0.4 | 0 | -1.1 | 2.1 | 1 | -3 | 0 | 1.9 | 1.4 | -1.6
COCCCNC(=O)CN(c1cc(OC)ccc1OC)S(=O)(=O)c1ccccc1 | 1 | 1.7 | -8 | -1.2 | -0.4 | -4 | 3 | -5 | -0.7 | -0.3 | -0.9
CCN(CC)C(=O)/C(=C\c1ccc2c(c1)OCO2)NC(=O)c1ccc(Br)cc1 | -1 | 1.0 | -1 | -0.4 | 2.9 | -4 | -5 | 1 | 0.1 | -0.4 | -1.7
COCc1cc(C)nc(N)c1C#N | -125 | -1.7 | 0 | 0.1 | -0.5 | -2 | -2 | 0 | 1.4 | 0.4 | -0.9
Cc1cc(C(=O)OCC(=O)NC2CCCCC2)c(C)o1 | 3 | 0.8 | -1 | 0.7 | -0.2 | 1 | -1 | 1 | 0.2 | 0.3 | -1.3
Cc1cccc(OCCCN2CCCCCC2)c1 | -2 | -2.0 | 3 | -2.7 | 0.2 | 3 | -1 | -2 | -0.2 | 0.0 | -0.4
O=C1c2ccccc2C(=O)N1CCCSc1nc2ccccc2o1 | 9 | 0.0 | 3 | -0.7 | -2.2 | -3 | 1 | -2 | 0.0 | 0.0 | -1.6
CN(Cc1ccc(C(F)(F)F)cc1)C(=O)C1CC(=O)N(Cc2ccco2)C1 (centres undefined) | -8 | 1.9 | 5 | -2.4 | 0.6 | -4 | -2 | -2 | -0.8 | -0.4 | -1.1
COc1cc(C(=O)NCC(=O)N/N=C/c2ccc(OC(=O)c3ccco3)cc2)cc(OC)c1OC | 1 | 0.3 | -3 | -0.9 | -1.0 | -4 | -8 | -8 | 0.6 | -0.3 | -1.5
CC(C)(C)c1csc(NC(=O)c2c(F)c(F)c(F)c(F)c2F)n1 | 4 | -1.2 | -5 | 1.0 | 0.0 | 6 | 9 | 5 | 0.2 | -0.4 | -1.5
C[C@@H]1ON(C)[C@H]2C[C@H]3c4cc(-c5ccc(F)cc5)ccc4CCN3C[C@@H]12 | -29 | / | -2 | 1.9 | -0.7 | 3 | 2 | 3 | / | -1.5 | 0.9*
CCOC(=O)C1C2C=CC3(CN(CCc4ccccc4)C(=O)C13)O2 (centres undefined) | 5 | -0.5 | 1 | -2.1 | 0.3 | -1 | 7 | 3 | 0.4 | -0.7 | -0.6
Cc1ccc2nc(-c3cccc(NC(=O)c4ccco4)c3)[nH]c2c1 | 2 | 3.1 | 3 | 1.6 | 2.9 | 5 | -8 | 7 | 1.6 | 0.8 | -0.2
CCOc1ccc(N(C(=O)CNC(=O)c2ccco2)C(C(=O)NC2CCCC2)c2ccncc2)cc1 (centres undefined) | 11 | 0.7 | -3 | -2.9 | -0.3 | -2 | 6 | -1 | 0.4 | 0.6 | -1.4
O=C(Cc1ccccc1)N1CCN=C1SCc1cccc([N+](=O)[O-])c1 | 1 | 1.1 | -2 | -1.9 | -0.5 | 0 | 2 | 2 | -1.0 | 0.6 | -1.1
Cc1ccc(C(=O)N(c2ccccn2)C(C)c2ccco2)cc1 (centres undefined) | -2 | 5.8 | 3 | 0.8 | -0.4 | -5 | -3 | -14 | 0.5 | -0.1 | -0.9
Cc1ccc(-c2c3c(=O)n(C)c(=O)n(C)c3cn2Cc2ccccc2)cc1 | -9 | 0.1 | 0 | -3.3 | -0.7 | -4 | -7 | -6 | -0.4 | -0.4 | -1.3
O=Cc1ccccc1-c1cn(CN2C(=O)c3ccccc3C2=O)nn1 | 3 | 2.7 | 2 | -0.3 | 1.4 | -3 | -1 | -1 | 1.2 | -0.1 | -0.2
O=C(c1ccco1)N1CCN(Cc2nnnn2C2CCCCC2)CC1 | -1 | 0.4 | -3 | -1.4 | -0.8 | 0 | -4 | -3 | 0.4 | 0.1 | 0.1
Other entries:
SMILES | ADAM10 inh | GAA850 FXN act | SMARCA2 activ | hgDAF-12 ag | hcDAF-12 act | GC-A act | HGIII-sPLA2 inh | NPR2 activator | DAX1 inh-1 | DAX1 inh-2 | ssDAF-12 act
COc1ccc(C(=O)OCC(=O)Nc2c(C)n(C)n(-c3ccccc3)c2=O)cc1 | 3 | -0.2 | -4 | -2.0 | -0.9 | -2 | 7 | 3 | -0.7 | 1.2 | -1.6
Cc1c(C#N)c2ccccc2n1C | -8 | 1.3 | 0 | 0.7 | 0.8 | -5 | 7 | -5 | 1.1 | 0.2 | -1.6
O=C(Cc1c[nH]c2ccccc12)NNC(=O)c1ccccc1 | 0 | 0.2 | 0 | 0.7 | 1.9 | 3 | -5 | 1 | 0.4 | 0.9 | -0.8
c1ccc(-c2nc(N3CCNCC3)nc3ccccc23)cc1 | -490 | 2.6 | -3 | 3.0 | -1.7 | -27 | 8 | -13 | -1.1 | -0.4 | -0.9
COc1cccc(CNC(=O)c2cc(S(=O)(=O)N3CCOCC3)cn2C)c1 | -4 | 0.0 | 0 | -0.2 | -0.6 | 2 | -10 | 3 | -0.9 | -0.8 | -1.1
O=S(c1cc(Cl)cc(Cl)c1O)c1cc(Cl)cc(Cl)c1O | 7 | / | -4 | 0.6 | -0.6 | 1 | -21 | 2 | / | -0.3 | -0.8
Oc1ccc(C(c2nnnn2C2CCCCC2)N2CCOCC2)cc1 (centres undefined) | 0 | -1.0 | 1 | 0.8 | 0.2 | -4 | -3 | 3 | -0.3 | -0.4 | -1.3
Cc1cccc(NC(=O)NNC(=O)c2nn(C)cc2Br)c1 | 3 | 2.2 | -1 | -0.5 | 0.5 | 4 | -1 | 0 | -0.8 | -0.1 | -1.3
CC(C)N1CC23C=CC(O2)C(C(=O)OCc2ccccc2)C3C1=O (centres undefined) | 2 | 1.5 | -2 | -0.8 | 1.2 | 0 | 5 | 3 | 1.1 | -0.4 | -1.1
Fc1ccc(-n2c(-c3ccc4c(c3)OCO4)n[nH]c2=S)cc1Cl | 6 | 5.4 | 4 | 5.6 | -0.2 | 1 | 23* | 3 | 1.0 | 1.0 | -0.9
Cc1ccc(CNC2CCC23CCC(c2ccccc2)CC3)o1 (centres undefined) | 1 | / | / | 1.9 | -0.2 | -4 | 3 | -6 | / | / | -1.5
O=C(CCCc1nc(-c2ccc(Cl)cc2)no1)NC1CCCC1 | -2 | -4.4 | -3 | -4.5 | -4.2 | 8 | -7 | 1 | -1.9 | -4.2 | -1.8
O=C(CSc1n[nH]c(-c2ccccc2)n1)c1ccc(O)c(O)c1 | 6 | 1.5 | 1 | -2.6 | -1.1 | 0 | -19 | -4 | 0.2 | 0.3 | -1.6
Cn1ncc(Cl)c1C(=O)Nc1nnc(C2CC2)s1 | 0 | 1.7 | 4 | -0.3 | 0.8 | 2 | 2 | 6 | 1.1 | 1.2 | -0.7
CCOC(=O)C1(CCOc2ccccc2)CCN(Cc2cc(OC)c(O)cc2Cl)CC1 | 7 | -2.3 | -5 | -0.6 | -1.4 | -10 | -21 | -9 | -0.1 | -0.6 | -0.5
Cc1ccccc1NC(=O)COc1ccc2c(c1)OC(C)(C)CC2=O | 2 | 1.6 | -5 | 1.6 | 3.0 | 2 | 5 | 2 | 1.7 | 0.1 | -1.3
COCCCN(C(=S)NC(=O)C12CC3CC(CC(C3)C1)C2)c1c(N)n(Cc2ccccc2)c(=O)[nH]c1=O | -6 | 8.4* | -3 | -2.2 | 0.5 | 3 | 8 | -2 | 2.1 | -0.1 | -1.5
Cn1nc(C(=O)Nc2cccc(Cl)c2)cc1C(=O)Nc1cccc(Cl)c1 | 2 | 0.1 | -2 | -2.9 | -3.4 | 3 | -12 | -4 | -0.9 | -0.3 | -2.4
O=C(NCC1CCCO1)c1cc(C(=O)C2CC2)c[nH]1 (centres undefined) | -3 | -3.1 | -3 | -0.5 | 0.8 | 3 | -2 | 3 | 2.0 | 0.4 | -1.6
Cc1noc(C)c1COc1ccc(C(=O)N2CCN(S(=O)(=O)c3cccc(F)c3)CC2)cc1 | -7 | -0.6 | -3 | 1.0 | -1.3 | 0 | -1 | -9 | 0.6 | -1.0 | -1.5
COc1cc(SC)ccc1C(=O)OC1CCOC1=O (centres undefined) | 4 | 1.9 | 5 | 0.0 | -0.5 | 2 | -1 | 2 | 1.4 | -0.3 | -0.5
O=C(COC(=O)C1CCCCC1)Nc1ccc(N2CCCCC2)cc1 | 3 | 0.4 | 0 | 3.9 | -0.7 | -1 | 1 | -2 | 1.7 | 0.2 | -1.1
Cc1oc(-c2ccccc2Cl)nc1CS(=O)CC(=O)NC1CC1 (centres undefined) | -11 | 1.1 | -2 | 4.0 | -0.2 | -1 | 14 | 4 | 0.2 | -0.8 | -1.4
COc1ccc(OCCn2ccnc2C)cc1 | 3 | 0.4 | -1 | -1.7 | -1.2 | -1 | 0 | 3 | -0.5 | 0.1 | -1.9

Retrieved by structure from the list above:
SMILES | ADAM10 inh | GAA850 FXN act | SMARCA2 activ | hgDAF-12 ag | hcDAF-12 act | GC-A act | HGIII-sPLA2 inh | NPR2 activator | DAX1 inh-1 | DAX1 inh-2 | ssDAF-12 act
COCCCNC(=O)CN(c1cc(OC)ccc1OC)S(=O)(=O)c1ccccc1 | 1 | 1.7 | -8 | -1.2 | -0.4 | -4 | 3 | -5 | -0.7 | -0.3 | -0.9
Cc1cccc(OCCCN2CCCCCC2)c1 | -2 | -2.0 | 3 | -2.7 | 0.2 | 3 | -1 | -2 | -0.2 | 0.0 | -0.4
O=C(Cc1c[nH]c2ccccc12)NNC(=O)c1ccccc1 | 0 | 0.2 | 0 | 0.7 | 1.9 | 3 | -5 | 1 | 0.4 | 0.9 | -0.8

Single entries from the entries so far.
hgDAF-12 ag result of `Cn1nc(C(=O)Nc2cccc(Cl)c2)cc1C(=O)Nc1cccc(Cl)c1` reads -2.9
HGIII-sPLA2 inh result of `O=C(CSc1n[nH]c(-c2ccccc2)n1)c1ccc(O)c(O)c1` reads -19
